Screening results as filed in PubChem BioAssay.
EPAC2 ag: activates human EPAC2 exchange factor. EPAC2 activation, biochemical qHTS; response scale: 100% = 6.5 mM cAMP response. Potency, µM (highest dose often 154 µM), for inactives: top-dose activation, usual class: activators. 360,000 compounds, 0.079% hits. AID 720711; note: potency is the fitted concentration of half-maximal effect; nearly all actives have a fitted effect of over 50% in size
Target sequence (Q8WZA2 whole entry, looked up): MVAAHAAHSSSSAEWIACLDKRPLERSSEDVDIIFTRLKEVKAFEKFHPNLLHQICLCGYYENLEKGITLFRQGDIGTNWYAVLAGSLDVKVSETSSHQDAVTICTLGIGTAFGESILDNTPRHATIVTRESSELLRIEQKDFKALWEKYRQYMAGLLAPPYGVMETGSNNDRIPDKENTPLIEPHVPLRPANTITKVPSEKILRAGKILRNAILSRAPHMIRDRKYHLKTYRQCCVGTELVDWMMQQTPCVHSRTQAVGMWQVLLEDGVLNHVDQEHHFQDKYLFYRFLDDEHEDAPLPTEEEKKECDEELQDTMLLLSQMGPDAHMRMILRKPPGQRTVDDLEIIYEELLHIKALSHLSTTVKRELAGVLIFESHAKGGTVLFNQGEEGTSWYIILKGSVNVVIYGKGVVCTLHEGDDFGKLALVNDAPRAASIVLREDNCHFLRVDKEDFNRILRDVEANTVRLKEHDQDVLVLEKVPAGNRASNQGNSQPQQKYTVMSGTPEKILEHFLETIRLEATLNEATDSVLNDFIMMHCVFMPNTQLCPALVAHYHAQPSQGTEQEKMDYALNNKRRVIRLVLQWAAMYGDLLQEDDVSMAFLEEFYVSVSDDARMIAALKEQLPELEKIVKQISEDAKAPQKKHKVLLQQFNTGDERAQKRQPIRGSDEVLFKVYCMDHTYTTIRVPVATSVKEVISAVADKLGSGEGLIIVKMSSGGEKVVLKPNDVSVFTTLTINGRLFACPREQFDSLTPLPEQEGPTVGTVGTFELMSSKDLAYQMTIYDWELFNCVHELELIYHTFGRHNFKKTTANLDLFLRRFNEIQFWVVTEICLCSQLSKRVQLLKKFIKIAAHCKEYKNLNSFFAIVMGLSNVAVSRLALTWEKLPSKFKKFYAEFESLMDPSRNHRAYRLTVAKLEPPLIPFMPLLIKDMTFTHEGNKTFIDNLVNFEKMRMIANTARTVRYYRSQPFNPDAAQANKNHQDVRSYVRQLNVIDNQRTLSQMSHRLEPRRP
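EPAC2 (100 nM) mixed with Rap1B loaded with BODIPY-GDP (250 nM) plus 50 uM unlabeled GDP; compounds pinned in, 5 min RT, then read every 5 min for 30 min (ex 480, em 540 nm). Normalized to cAMP control.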
TGFb SMAD3 inh: inhibitors of TGF-b signaling; 410,000 compounds, 1.2% hits; HepG2 CAGA-GFP TGF-b/SMAD3 reporter, GFP fluorescence, 18 h; TGF-beta stimulated, 500 pg/mL final; Potency, µM (doses to about 46.1 µM), inactives show at the highest dose activity, negative = inhibition, hits mostly inhibitors; note: potency is the fitted concentration of half-maximal effect; % is set by controls: 0 for no effect and ±100 for the full control effect; nearly all actives have a fitted effect of over 65% in size
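HEPG2 CAGA-GFP, 1000 cells/well; 2 h settle, 37 C; cpd via pin tool; TGF-b 500 pg/mL final; 18 h, 37 C; GFP imaging ex488/em500-530; %Activity normalised to -TGF-b and +DMSO controls; CRC fit, curve class.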
MmCpn inh: M. maripaludis TRiC chaperonin inhibition; Potency, µM (highest dose often 76.9 µM), for the others: at the highest dose activity, negative = inhibition, actives largely listed as inhibitors; purified Mm-Cpn ATPase, ADP Transcreener TR-FRET; 330,000 compounds, 0.031% hits; note: potency is the fitted concentration of half-maximal effect; % is set by controls: 0 for no effect and ±100 for the full control effect; nearly all actives have a fitted effect of over 80% in size
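Reaction buffer contained 30 mM Tris pH 7.4, 100 mM KCl, 5 mM MgCl2 and 1 mM DTT. Mm-CPN (25 nM final) hydrolysed 10 uM ATP over 30 min at 37°C; ADP was read by HTRF.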
Nrf2 inh: blocks Nrf2 signaling. Potency, µM (highest dose often 46 µM), inactives show at the highest dose activity change, negative = inhibition, hits mostly inhibitors. A549 ARE-Fluc reporter, luciferase luminescence, 18-24 h. AID 504444. 360,000 compounds, 2.1% hits; note: potency is the fitted concentration of half-maximal effect; % is set by controls: 0 for no effect and ±100 for the full control effect; nearly all actives have a fitted effect of over 60% in size
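Nrf2 activity is the BugLite luminescence, read 15 min after reagent at room temperature, following CellTiter-Fluor cytotoxicity readout (30 min, 37C). Compound titrations were applied for 18-24 h to 5000 A549 ARE_Fluc cells/well in 5% FBS OPTI-MEM.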
EPAC2 antagonist: blocks human EPAC2 exchange factor; Potency, µM (highest dose often 114 µM), for the others: at the highest dose activity, negative = inhibition, actives largely listed as inhibitors; EPAC2 GEF exchange of Rap1B-BODIPY-GDP, fluorescence; 360,000 compounds, 0.18% hits; Q8WZA2; note: potency is the fitted concentration of half-maximal effect; % is set by controls: 0 for no effect and ±100 for the full control effect; nearly all actives have a fitted effect of over 45% in size; many of its hits are not listed in these tables
A549 viability: counter-screen for Nrf2 inhibitors: cytotoxicity in A549 cells; 390,000 compounds, 0.16% hits; A549 ARE-Fluc cells, CellTiter-Fluor viability, 18-24 h; Potency, µM (top dose mostly 46 µM), inactives show at the top dose activity change, negative = cytotoxicity, actives largely listed as inhibitors; AID 504648; note: potency is the fitted concentration of half-maximal effect; % is set by controls: 0 for no effect and ±100 for the full control effect
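Cytotoxicity counterscreen: CellTiter-Fluor fluorescence was measured in A549 ARE_Fluc cells after 18-24 h of compound exposure in a concentration series. The subsequent BugLite luminescent read reports ARE-luciferase activity.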
Nrf2 ARE act: activators of Nrf2 (ARE) signaling; AID 624171; 410,000 compounds, 0.31% hits; Potency, µM (series often up to 46.1 µM), without a hit: at the highest dose activation, usual class: activators; AREc32 ARE-luciferase reporter (MCF7-derived line), luminescence, 24 h; note: potency is the fitted concentration of half-maximal effect; % of control where 0% means no effect; nearly all actives have a fitted effect of over 65% in size
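Nrf2 activation is followed as ARE-luciferase induction in the AREc32 line after one day of compound treatment; luminescence is read with Steady-Glo.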
CCT chaperon mod: modulators of cytosolic chaperonin (CCT/TRiC) activity | purified chaperonin ATPase assay, HTRF ADP detection, 30 min | activity change, % (no concentration beside the values), hits read low | 360,000 compounds, 0.3% hits; in the data active = activity change below about -30%; note: % is set by controls: 0 for no effect and ±100 for the full control effect
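TRiC at 40 or 20 nM final (batch-dependent) in 30 mM Tris pH 7.4, 100 mM KCl, 5 mM MgCl2, 1 mM DTT, with compound at single 76 uM and 10 uM ATP, 30 min at 37 deg C. ADP detected by HTRF Transcreener, 665/615 ratio.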
Akt phos inh: Akt phosphorylation inhibition; Neuro2A IGF-stimulated pAkt S473 HTRF, 20 min; hits give low values; activity change, % for hits at 50 µM; 360,000 compounds, 0.32% hits; AID 651550; in the data active = activity change below about -80%; inconclusive = mostly about -51% to -80%; note: % is set by controls: 0 for no effect and ±100 for the full control effect
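Neuro2A cells in DMEM with 0.5% FBS, overnight at 37 deg C, given compound at single 50 µM final, then IGF (6 nM final) for 20 min at 37 deg C. Lysed; phospho-Akt Ser473 by HTRF after 24 h, 665/615 ratio.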
* = called active by the depositor; i = inactive; ? = inconclusive; · = not tested or not shown; & = joins results of further samples. Unless noted, calls come from the whole dose curve; as a rule, active = well fitted curve in the direction sought with a large enough effect; inconclusive = small, poorly fitted or top-dose-only effect, or another doubt; inactive = no such curve, though single readings can be large; an effect the other way counts as inactive or inconclusive. Some of the compounds tested; the hit share may differ from the screen's.

Sequence of screens: EPAC2 ag	TGFb SMAD3 inh	MmCpn inh	Nrf2 inh	EPAC2 antagonist	A549 viability	Nrf2 ARE act	CCT chaperon mod	Akt phos inh
1	Cc1nn(C(C)C(=O)N2CCCC2)c(=O)c2nn(-c3ccccc3)c(C)c12 (configuration not stated)
    9.4%	0.8%	2.2%	6.0%	4.5%	2.2%	2.0%	-4.2	i
2	O=C(C1=C[C@@H](c2coc3ccccc3c2=O)C[C@@H](OCc2ccc(CO)cc2)O1)N1CCN(Cc2ccccc2)CC1
    2.8%	-9.2%	·	4.8%	-5.0%	0.0%	8.5%	-0.4	i
3	CCOc1cc(C2Sc3ccccc3NC3=C2C(=O)c2ccccc23)ccc1O (configuration not stated)
    ·	-32.9%	·	-3.6%	·	?	-0.2%	·	·
4	CCN(CC)CCN1C(=O)C(=O)/C(=C(/O)c2c(C)[nH]c(C(=O)OC)c2C)C1c1ccc(OC)cc1 (configuration not stated)
    -1.6%	-18.5%	0.3%	12.9%	-2.9%	2.8%	1.8%	-5.0	i
5	Clc1ccc(CNc2nc3ccccc3c3nc(-c4cccnc4)nn23)cc1
    ·	3.1%	·	-14.7%	·	0.9%	0.5%	·	·
6	Cc1cc(C(=O)NCCc2ccc(Cl)cc2)c2c(C)nn(-c3ccccc3)c2n1
    ·	-0.3%	·	?	·	4.8%	-0.9%	·	·
7	CCOC(=O)C1CCN(C(=O)c2ccc(OCC(=O)Nc3cccc(C(F)(F)F)c3)c(OC)c2)CC1
    14.8%	?	-0.9%	14.6µM*	-9.6%	-10.2%	1.9%	-1.2	i
8	COc1ccc(CN(CC2CCC(C(=O)O)CC2)C(=S)Nc2cc(C)cc(C)c2)cc1 (configuration not stated)
    1.2%	-8.9%	1.4%	0.0%	-1.8%	2.2%	0.0%	-4.5	i
9	Cc1ccccc1C(=O)NCC(=O)OC(C)C(=O)NCc1ccco1 (configuration not stated)
    4.5%	0.9%	-8.0%	-5.1%	-13.9%	3.8%	-0.3%	-0.1	i
10	Cc1cccc(/C=C2/S/C(=N/N=C3\CC4CCC3(C)C4(C)C)NC2=O)c1 (configuration not stated)
    -7.0%	?	1.5%	·	?	?	0.3%	-1.6	i
11	Clc1ccc(-c2nsc(N3CCOCC3)n2)c(Cl)c1
    12.3%	-10.6%	-0.2%	?	-5.6%	3.1%	0.2%	0.9	i
12	CCC1(C(=O)c2ccccc2)C(c2ccc([N+](=O)[O-])cc2)C1(C(=O)OC)C(=O)OC (configuration not stated)
    6.0%	-5.4%	-6.7%	-11.7%	-0.4%	-2.3%	-0.6%	-0.1	i
13	Cc1c2cnn(-c3ccccc3)c(=O)c2c(C)n1CCCC(=O)N1CCN(C2CCCCC2)CC1
    -0.6%	-4.9%	-1.0%	-10.5%	2.6%	-0.7%	2.3%	0.8	i
14	CC1(C(=O)Nc2ccc(Cl)c(Cl)c2)CCN1Cc1ccccc1OC(F)F (configuration not stated)
    5.1%	1.7%	·	·	?	·	-0.9%	0.4	i
15	O=C(NCC1CCCO1)c1ccccc1-c1nc(-c2ccc(Cl)cc2)no1 (configuration not stated)
    -8.1%	-15.4%	1.4%	-9.1%	0.5%	-1.5%	7.6%	-3.9	i
16	CSc1nc(Sc2ccc(Cl)cc2)c2ccccc2n1
    -2.4%	2.8%	-0.5%	-0.4%	-3.7%	-2.0%	0.2%	0.8	i
17	COc1ccc(C(O)P(=O)(OC(C)C)c2ccc(N(C)C)cc2)c(OC)c1 (configuration not stated)
    10.0%	6.9%	-0.2%	6.3%	4.6%	-0.1%	-0.2%	0.1	i
18	Cc1ccc(C(=O)O)cc1NC(=O)C1CCCN1S(=O)(=O)c1cccc2nsnc12 (configuration not stated)
    6.6%	12.4%	-6.3%	18.7%	5.2%	0.6%	-0.6%	-0.6	i
19	CCOC(=O)c1c(C)oc2c1c(C=NCCO)c(O)c1ccccc12
    3.3%	?	-4.3%	14.6µM*	-26.0%	23.1µM*	1.5%	-2.4	i
20	COCc1ccc(CN2CCC(CO)(CC3CCCCO3)CC2)o1 (configuration not stated)
    3.2%	-0.1%	0.1%	0.7%	3.0%	-5.7%	-0.3%	-1.8	i
21	CN(C)CCN1CCN(C2CN(Cc3cn(Cc4ccccc4)nn3)S(=O)(=O)C2)CC1 (configuration not stated)
    13.9%	·	·	·	4.8%	·	-0.6%	-1.6	i
22	CC(C)(C)OC(=O)C[C@H]1C/C=C\C[C@H](CC(=O)NCCO)C(=O)NC[C@@H](c2ccccc2)OC1=O
    -4.0%	?	1.0%	-13.7%	5.2%	-8.4%	-1.3%	-1.5	i
23	Cc1ccc(C)c(S(=O)(=O)N/N=C/c2ccc(N3CCOCC3)cc2)c1
    10.3%	-1.1%	-0.1%	6.0%	-10.2%	4.5%	1.9%	-0.7	i
24	COc1ccc(C/C(N)=N/OC(=O)c2ccco2)cc1OC
    10.7%	12.1%	-2.0%	2.5%	-7.1%	3.3%	3.4%	-4.2	i
25	Fc1ccc(NC(=S)Nc2ccc(Br)cc2)cc1
    13.0%	?	-0.2%	18.4µM*	4.9%	?	2.5%	-3.2	i
26	O=C(O)c1ccccc1SC1CC(=O)N(C2CCCCC2)C1=O (configuration not stated)
    4.1%	-9.4%	2.0%	-5.7%	3.0%	-1.3%	7.2%	-1.2	i
27	CCOc1ccc(CCN2C(=O)C(=O)N([C@@H](Cc3ccccc3)CN3CCC[C@H]3CN3C(=O)C(=O)NC[C@@H]3CC(C)C)C[C@@H]2Cc2ccc(O)cc2)cc1
    13.2%	·	·	·	-0.2%	·	4.8%	-0.5	i
28	O=C(c1ccccn1)C1CCCN(Cc2cn[nH]c2-c2cc3ccccc3o2)C1 (configuration not stated)
    4.1%	-8.5%	1.5%	-7.9%	-13.5%	0.2%	-0.4%	0.3	i
29	O=C(C1CCCN1C(=O)c1cccs1)N1CCN(Cc2ccc3c(c2)OCO3)CC1 (configuration not stated)
    -0.9%	?	2.1%	-1.8%	4.8%	-1.4%	-0.7%	-0.1	i
30	O=C(COC(=O)c1ccc(Br)o1)NCc1ccco1
    1.4%	17.9%	·	-8.2%	17.1%	-15.6%	2.7%	-1.0	i

Full records, quoted from the list. Order of values: EPAC2 ag | TGFb SMAD3 inh | MmCpn inh | Nrf2 inh | EPAC2 antagonist | A549 viability | Nrf2 ARE act | CCT chaperon mod | Akt phos inh
Profile of CC(C)(C)OC(=O)C[C@H]1C/C=C\C[C@H](CC(=O)NCCO)C(=O)NC[C@@H](c2ccccc2)OC1=O = -4.0% | ? | 1.0% | -13.7% | 5.2% | -8.4% | -1.3% | -1.5 | i
Profile of Cc1c2cnn(-c3ccccc3)c(=O)c2c(C)n1CCCC(=O)N1CCN(C2CCCCC2)CC1 = -0.6% | -4.9% | -1.0% | -10.5% | 2.6% | -0.7% | 2.3% | 0.8 | i
Profile of O=C(COC(=O)c1ccc(Br)o1)NCc1ccco1 = 1.4% | 17.9% | · | -8.2% | 17.1% | -15.6% | 2.7% | -1.0 | i

Later entries.
Sequence of screens: EPAC2 ag	TGFb SMAD3 inh	MmCpn inh	Nrf2 inh	EPAC2 antagonist	A549 viability	Nrf2 ARE act	CCT chaperon mod	Akt phos inh
31	COc1ccc(C(=O)OCC(=O)N2CCN(C(=O)c3ccco3)CC2)c(OC)c1OC
    -1.8%	0.5%	·	·	12.2%	·	-0.6%	0.0	i
32	COc1cc(C2c3c(-c4c(C)cc(C)cc4O)n[nH]c3C(=O)N2CCCOC(C)C)cc(OC)c1OC (configuration not stated)
    ·	10.1%	·	?	·	-0.5%	3.8%	·	·
33	Cc1ccc(C)c(N=Cc2c(O)c3ccccc3oc2=O)c1
    -8.3%	9.5%	0.4%	-14.5%	-0.1%	-11.8%	?	-2.4	i
34	CC(=O)c1cccc(S(=O)(=O)N(CCCO)Cc2cc3ccc(C)cc3[nH]c2=O)c1
    -13.9%	-19.3%	1.6%	0.1%	6.7%	5.9%	-0.6%	-5.0	i
35	N#CN1CCC(NS(=O)(=O)c2ccc(C(F)(F)F)cc2)C1 (configuration not stated)
    -9.9%	-17.8%	1.7%	?	-13.1%	-0.6%&-17.5%	0.5%	·	·
36	Cc1nc(N/N=C/c2ccccc2)nc(N(C)c2ccccc2)c1[N+](=O)[O-]
    0.8%	0.0%	0.3%	-10.7%	0.7%	-9.1%	0.1%	1.8	i
37	CCCNC(=O)N(C)C[C@H]1Oc2cc(Br)ccc2S(=O)(=O)N([C@@H](C)CO)C[C@@H]1C
    -4.0%	-3.2%	·	·	-9.8%	·	-0.2%	2.3	i
38	CC(c1cccs1)N(Cc1ccco1)C(=S)Nc1ccc(F)c(Cl)c1 (configuration not stated)
    -0.1%	-13.1%	0.7%	-8.5%	-0.2%	-1.7%	-0.3%	-58.7*	i
39	Cc1cc(NC(=O)COC(=O)COc2cccc3c2OC(C)(C)C3)no1
    -1.4%	-0.6%	0.4%	14.0%	0.7%	-4.1%	0.1%	-1.3	i
40	O=C(CN1CCN(C(=O)c2ccccc2)CC1)Nc1cccc(S(=O)(=O)N2CCCC2)c1
    4.1%	0.0%	-1.4%	-9.4%	-3.8%	-6.0%	-0.3%	0.4	i
41	COC(=O)c1ccccc1NC(=O)C12CC3CC(C1)CC(n1cnc(Cl)n1)(C3)C2
    6.3%	-5.4%	?	?	-7.8%	-3.5%	0.1%	-0.8	i
42	COc1ccc(NC(=O)C2(C)CCN2C2Cc3ccccc3C2)cc1OC (configuration not stated)
    14.9%	5.1%	·	·	?	·	4.1%	-0.3	i
